Bioassay records from PubChem BioAssay.
TDP1 cell CPT: DT40-hTDP1 cell growth loss with CPT; Potency, µM (series often up to 46.2 µM), without a hit: at the top dose activity change, negative = growth inhibition, hits mostly inhibitors; chicken DT40 Tdp1-/-;hTDP1 cells + 20 nM CPT, ATP luminescence, 48 h; AID 686979; actives 12% (n = 420,000); note: nearly all actives have a fitted effect of over 55% in size
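Chicken DT40 Tdp1-/- cells complemented with human TDP1, 400 cells/well, exposed to compounds plus 20 nM camptothecin for at least 48 h at 37 C; viability read as ATP content by CellTiter-Glo luminescence.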
TDP1 cell noCPT: qHTS for Inhibitors of human tyrosyl-DNA phosphodiesterase 1 (TDP1): qHTS in cells in absence of CPT. DT40 Tdp1-/- hTDP1 cells, no CPT, ATP luminescence, 48 h. Potency, µM (series often up to 46.2 µM), for the others: top-dose activity change, negative = growth inhibition, actives largely listed as inhibitors. actives 15% (n = 420,000). AID 686978, 2013; note: nearly all actives have a fitted effect of over 55% in size
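Chicken DT40 Tdp1-/- cells complemented with human TDP1, screened without camptothecin (DMSO vehicle only), 400 cells/well. Compounds pin-transferred, cells incubated at 37 °C for at least 48 hr. Growth read as ATP-dependent luminescence (CellTiter-Glo, 30 min at RT).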
KAT2A inh: GCN5L2 (KAT2A) acetyltransferase inhibition | actives 0.21% (n = 390,000) | Q92830 | GCN5L2 HAT assay, ThioGlo1 CoA-SH fluorescence | Potency, µM (doses to about 58.9 µM), for inactives: at the top dose activity change, negative = inhibition, usual class: inhibitors
Target sequence (Q92830 whole entry, looked up): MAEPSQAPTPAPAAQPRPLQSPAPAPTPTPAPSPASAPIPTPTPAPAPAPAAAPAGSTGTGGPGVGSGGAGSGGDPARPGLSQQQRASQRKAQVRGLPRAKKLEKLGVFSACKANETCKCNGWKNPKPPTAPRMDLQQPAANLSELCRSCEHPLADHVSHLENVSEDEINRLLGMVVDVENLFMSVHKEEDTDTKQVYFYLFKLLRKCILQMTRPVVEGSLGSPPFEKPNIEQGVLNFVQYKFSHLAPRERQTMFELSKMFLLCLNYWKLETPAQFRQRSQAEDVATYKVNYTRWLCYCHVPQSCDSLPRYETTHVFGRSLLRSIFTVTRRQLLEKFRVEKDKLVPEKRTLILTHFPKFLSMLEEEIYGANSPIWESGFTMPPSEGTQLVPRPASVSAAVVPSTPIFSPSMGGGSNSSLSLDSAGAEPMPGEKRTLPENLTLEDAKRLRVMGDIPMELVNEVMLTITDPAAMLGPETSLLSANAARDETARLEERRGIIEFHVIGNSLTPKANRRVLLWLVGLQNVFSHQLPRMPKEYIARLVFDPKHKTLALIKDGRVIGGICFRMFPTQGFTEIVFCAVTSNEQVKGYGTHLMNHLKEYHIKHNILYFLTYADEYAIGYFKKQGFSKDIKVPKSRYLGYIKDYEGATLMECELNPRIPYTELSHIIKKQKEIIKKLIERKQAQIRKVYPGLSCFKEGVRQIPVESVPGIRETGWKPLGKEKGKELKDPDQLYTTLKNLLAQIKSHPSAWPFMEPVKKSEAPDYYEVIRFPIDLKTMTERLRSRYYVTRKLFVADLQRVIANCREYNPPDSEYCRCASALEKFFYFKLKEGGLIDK
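Preincubate 20nM GCN5L2 with compound 15 min, RT → add 50uM ThioGlo1 + 75uM H3(1-25) + 70uM acetyl-CoA → read fluorescence 0 and 20 min. Primary qHTS; fluorescent artifacts likely.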
An asterisk follows results filed as active; ? = inconclusive; nt = not tested or not shown; & = joins results of further samples; [ ] = another dose, or the depositor's remark. Calls come from the whole dose curve; as a rule, active = well fitted curve in the direction sought with a large enough effect; inconclusive = small, poorly fitted or top-dose-only effect, or another doubt; inactive = no such curve, though single readings can be large; an effect the other way counts as inactive or inconclusive. % is set by controls: 0 for no effect and ±100 for the full control effect; potency is the fitted concentration of half-maximal effect. These rows are one share of the data. The share of hits here may be higher or lower than overall.

The first 2 records, ahead of the listing:
SMILES	TDP1 cell CPT	TDP1 cell noCPT	KAT2A inh
CCCN(CC(=O)Nc1ccccc1C)C(=O)c1ccc(-c2ccccc2)cc1	-26.8%	?	2.2%
COc1ccccc1C(=O)N1CCN(Cc2nc3cc([N+](=O)[O-])ccc3n2C)CC1	-6.1%	-16.7%	-0.4%

All compounds of this part (from the top)
SMILES	TDP1 cell CPT	TDP1 cell noCPT	KAT2A inh
CCCN(CC(=O)Nc1ccccc1C)C(=O)c1ccc(-c2ccccc2)cc1	-26.8%	?	2.2%
COc1ccccc1C(=O)N1CCN(Cc2nc3cc([N+](=O)[O-])ccc3n2C)CC1	-6.1%	-16.7%	-0.4%
Cc1ccccc1NC(=O)CSc1nc2ccc(NC(=O)c3cccs3)cc2s1	?	20.6µM*	-3.9%
CCn1ncc(NC(=S)Nc2ccc3c(c2)OCO3)c1C(N)=O	-0.6%	-10.6%	-4.5%
Cc1cccc(NC(=O)Cn2cc(C(=O)C3CCCCC3)c3ccccc32)c1C	?	?	4.0%
O=C(Cn1ncc2c3ccccc3n(Cc3ccc(F)cc3)c2c1=O)NCCCN1CCCCC1	-13.3%	-15.3%	0.2%
COc1ccc(N=CC2=C(O)CCCC2=O)cc1	2.1%	-12.7%	-9.5%
O=[N+]([O-])c1cc(-c2csc(NCCc3nc4cc(Cl)c(Cl)cc4n3CCCO)n2)ccc1Cl	16.4µM*	?	nt
COc1ccc2c(c1)CCCN2S(=O)(=O)c1ccc(Cl)cc1	23.1µM*	14.6µM*	-3.4%
O=C(O)CC/C(=N\Nc1ccc([N+](=O)[O-])cc1)c1ccccc1	5.1%	6.6%	-0.2%
CCOC(=O)c1sc(NC(=O)CSc2nc(-c3ccco3)cc(C(F)(F)F)n2)c(C(=O)OCC)c1C	2.7%	5.2%	nt
CC(NC(=O)c1ccc2ccccc2n1)c1ccc(S(N)(=O)=O)cc1 (centres undefined)	-0.4%	-21.7%	-3.8%
COc1cccc(NC(=S)N2CCN(S(=O)(=O)c3ccc(F)cc3)CC2)c1	?	10.6%	3.6%
Cc1ccc2nc(NC(=O)CSc3[nH]c(=O)ncc3C)sc2c1	-5.8%	-2.6%	-5.2%
CC(CN1CCCCC1)OC(=O)COc1ccc(Cl)cc1 (centres undefined)	?	?	-1.5%
Cc1nnc(NC(=O)C2CCCO2)s1 (centres undefined)	-0.5%	-3.3%	-12.3%
O=C(CSCc1ccc(Br)cc1)NCc1ccccn1	-2.6%	-7.2%	-2.4%
COc1cccc(NS(=O)(=O)c2ccc3[nH]cc(C(=O)N(C)C4CCCCC4)c(=O)c3c2)c1	-24.3%	?	3.1%
Cc1cccc(NC(=O)CCC(=O)N/N=C/c2cc([N+](=O)[O-])ccc2O)c1	?	?	-4.8%
COc1ccc(CN(CC(=O)NC2CCCC2)C(=O)CCC(=O)Nc2cc(C)on2)cc1	-25.2%	-10.2%	-5.4%
CCOC(=O)c1c(C=O)c(C)n(Cc2ccccc2)c1C	?	?	-5.5%
N#C/C(=C/c1ccc(N2CCCC2)c([N+](=O)[O-])c1)c1nc2ccccc2[nH]1	13µM*	14.6µM*	49.2%[activator]
O=C(CC(=O)NN=C1CCCCCC1)NCc1cccnc1	-9.5%	3.8%	-3.2%
CS(=O)(=O)c1ccc(NC(=O)CCCc2nc3ccccc3c(=O)[nH]2)cc1	1.5%	-21.1%	-3.3%
Cc1ccc(NC(=S)NC2CCN(Cc3ccccc3)CC2)cc1C	?	25.9µM*	0.0%
O=C(CCc1ccc(F)c(F)c1)NC1CCCN(Cc2ccc(Cl)cc2)C1 (centres undefined)	?	?	-13.3%
COc1cc(-c2ccc(NC(C)=O)c(OC)c2)ccc1NC(C)=O	-0.7%	-2.2%	-5.3%
CCOc1ccc2nc(NC(=O)C(NS(=O)(=O)c3cccc4nsnc34)C(C)C)sc2c1 (centres undefined)	-23.7%	?	-10.7%
c1ccc(-c2csc3nnc(SCc4ccc5c(c4)OCO5)n23)cc1	?	?	0.0%
CC(C)C[C@@H](CN1CCCC1CN1C(=S)NC[C@@H]1Cc1ccc(O)cc1)N1C[C@H](Cc2ccccc2)N(CC2CCCCCC2)C1=S (some centres undefined)	?	23.1µM*	nt

Record cards, from the list above:
CC(C)C[C@@H](CN1CCCC1CN1C(=S)NC[C@@H]1Cc1ccc(O)cc1)N1C[C@H](Cc2ccccc2)N(CC2CCCCCC2)C1=S (some centres undefined) as listed: TDP1 cell CPT = ?; TDP1 cell noCPT = 23.1µM*; KAT2A inh = nt
O=C(CCc1ccc(F)c(F)c1)NC1CCCN(Cc2ccc(Cl)cc2)C1 (centres undefined) as listed: TDP1 cell CPT = ?; TDP1 cell noCPT = ?; KAT2A inh = -13.3%

(listing goes on)
SMILES	TDP1 cell CPT	TDP1 cell noCPT	KAT2A inh
Cc1ccccc1NC(=O)Cn1c(=O)oc2ccccc21	3.66µM*	2.06µM*	-3.8%
CCOC(=O)[C@@H](C)N(C(=O)OC(C)(C)C)S(=O)(=O)N(Cc1ccccc1)[C@@H](C(=O)OC)C(C)C	?	?	nt
Cc1cccc(Oc2ccc(S(=O)(=O)N3CCCCC3)cc2N)c1	?	?	-4.8%
CC1CCc2nn(CC(=O)N3CCCCCC3)cc2C1 (centres undefined)	-16.0%	-13.8%	-8.2%
CSc1nc2nc(Cl)c(Cl)nc2[nH]1	?	?	nt
COc1ccc(C(=O)OCn2nnc3ccccc3c2=O)cc1	3.5%	?	-3.4%
CCc1nc2c(OCc3ccc(F)c(F)c3)cccn2c1N(C)C(=O)c1cccs1	?	23.1µM*	nt
O=C(O)c1ccccc1SCCS(=O)(=O)c1ccc(Cl)cc1Cl	3.2%	-28.1%	6.3%
C=C(CCO)C1=CCN(S(=O)(=O)C(C)(C)C)[C@H]1CCO	-4.4%	-2.9%	nt
COc1ccccc1OCC(=O)Nc1ccccc1C(=O)NCc1cccnc1	-28.3%	-27.2%	-5.9%
Cn1cc(-c2nc3cnc(OCc4ccccc4)nc3n(CCC#N)c2=O)c2ccccc21	10.2%	17.1%	-1.3%
Cc1cccc(C(=O)NNC(=O)CSc2nnc(C(C)C)n2C)c1	-15.2%	0.7%	-3.1%
CS(=O)(=O)c1nc(S(=O)(=O)c2ccc(Cl)cc2)c(NCc2ccccn2)s1	4.0%	?	-6.1%
COc1cc(NC(=O)Cn2cnc3ccccc3c2=O)c(OC)cc1Cl	-18.1%	24.9%	-1.9%
Cc1c(C(=O)N2CCN(C(=O)c3ccco3)CC2)oc2c(Cl)cccc12	?	?	0.4%
Cc1ccc(Cn2c(=O)sc3ccccc3c2=O)cc1	-23.1%	-2.9%	-7.1%
COC(=O)c1ccc(S(=O)(=O)N2CCC(C(N)=O)CC2)n1C	-16.8%	-1.9%	2.5%
O=C(COC(=O)c1ccc2c(c1)OCCO2)NCCc1ccc(F)cc1	-22.1%	8.9%	0.6%
COc1ccc(-c2cc(C3CC3)nc3sc(C#N)c(N)c23)cc1	?	?	-15.2%
COc1ccc(OC)c(/C=N/n2c(C)nc3ccccc3c2=O)c1	-4.7%	-27.3%	nt
O=C(c1ccc(Cl)c([N+](=O)[O-])c1)N(c1ccccn1)c1ccccn1	-21.3%	?	0.3%
Cc1cnc(NC(=O)CSc2nnc3ncccn23)s1	-2.5%	-22.8%	-5.4%
CN(C)c1ccc(CNC(=O)c2ccc(NC(=O)N3CCCCc4ccccc43)cc2)cc1	?	?	-4.9%
COc1cc(C(=O)NCCNc2nc3cc(C)ccc3cc2C#N)cc(OC)c1OC	?	16.4µM*	-5.7%
CC(C)c1ccc(/C=C2\NC(=O)NC2=O)cc1	?	?	-12.4%
Cc1nn(C)c(C(=O)N/N=C/c2cccnc2)c1Br	-11.2%	-3.5%	-0.2%
O=C(NC(=S)Nc1ccc(N2CCCCC2)c(Cl)c1)c1cccs1	7.31µM*	5.8µM*	nt
C=CCSc1nnc2n(-c3ccccc3OC)c(=O)c3c4c(sc3n12)CCC4	?	?	-2.8%
O=C(NCc1ccccc1)NC1CCS(=O)(=O)C1 (centres undefined)	40.3%[activator]	-7.5%	0.0%
CC1CCCc2sc3nc(SCC(=O)c4ccc(Br)cc4)nc(N)c3c21 (centres undefined)	?	?	-2.9%
O=C(N/N=C/c1coc2ccccc2c1=O)c1ccccc1Br	-28.0%	-20.6%	-4.5%
O=S(=O)(c1ccc(F)cc1)c1nc(-c2ccc(F)cc2)oc1NCCN1CCOCC1	-13.5%	-18.5%	-1.6%
CC1CCCC(C)N1C(=O)CSc1nnnn1C1CCCC1 (centres undefined)	-3.9%	-26.5%	-5.0%
O=C(COc1ccccc1)Nc1cccc(-c2nc3cc4ccccc4cc3[nH]2)c1	14.6µM*	20.6µM*	-0.3%
COCCCN1C(=O)N(c2ccc(F)cc2)C(=O)C1CC(=O)Nc1ccccc1 (centres undefined)	-19.6%	-17.8%	6.6%
COC(=O)CNC(c1ccccc1)c1cc(Br)ccc1NC(=O)c1ccccc1 (centres undefined)	20.6µM*	?	-14.4%
O=C(c1ccc(=O)oc1)N1CCN(c2ccc(F)cc2)CC1	-29.1%	0.6%	-0.9%
O=C(COC(=O)Cc1ccccc1F)Nc1ccc(F)cc1F	-10.0%	-4.7%	1.1%
Cc1ccc(NC(=O)CSc2nc3ccccc3c3nc(CCn4cncc4C)nn23)c(C)c1	-1.2%&-18.2%	5.9%&-17.6%	-7.9%&-1.1%
C=CCN(c1ccccc1OC)S(=O)(=O)c1cccc(C(=O)Nc2nnc(C3CC3)s2)c1	20.6%	1.0%	0.7%
Cc1cccc(COC[C@H](Cc2ccccc2)N2CCN(C(=O)c3ccc(C(F)(F)F)cc3)CCC2=O)c1	?	18.4µM*	nt
CC1CCc2cc(F)ccc2N1C(=O)CCl (centres undefined)	5.8µM*	6.51µM*	-4.9%
CCOc1ccc(CNC(=O)C2CCN(C(=O)N3CC(C)Oc4ccccc43)CC2)cc1 (centres undefined)	?	?	0.0%
COCCn1c(=O)[nH]c2cc(C(=O)NCCN3CCN(c4ccccc4)CC3)ccc2c1=O	-9.0%	-12.7%	3.1%
CC(C)NC(=O)c1cc(-c2ccco2)nn1-c1ccc(Cl)cc1	?	?	?
Cc1ccc(S(=O)(=O)N(C)CC(=O)N2CCN(C(=O)c3ccco3)CC2)cc1	-17.4%	-0.4%	1.8%
CCOC(=O)Cn1nc(C)cc1NC(=O)c1cccnc1	13.2%	-1.4%	-2.2%
CCOc1ccc(Nc2nc(Cc3nnc(SCC(=O)NC4CCCCC4)n3C)cs2)cc1	-1.6%	-8.9%	-5.4%
COC(=O)c1c([N+](=O)[O-])c(OC)c(OC)c(OC)c1[N+](=O)[O-]	15.1%	4.3%	-5.7%
CC(=O)Nc1ccc(SCC(=O)Nc2cc(C)on2)cc1	-0.2%	3.7%	-12.8%
Cc1ccc(OCC(=O)N(c2ccccn2)C2CCCCC2)c(C)c1	?	?	-3.5%
c1ccc2cc(C3=NCCN3)ccc2c1	4.0%	-24.0%	nt
O=C1CN(S(=O)(=O)c2cccc(Cl)c2Cl)c2ccccc2N1	-13.3%	-12.5%	-0.4%
CNc1nc2[nH]c(=O)c3c(c2s1)OC(N)=C(C#N)C3c1ccccc1 (centres undefined)	-8.7%	-18.4%	-3.9%
Cn1cnnc1-c1cccc(NC(=O)c2cc(F)c(F)cc2Cl)c1	-0.9%	16.9%	-11.2%
CCCN(C(=O)COC(=O)c1nc2nc(C)cc(C)n2n1)C1CCS(=O)(=O)C1 (centres undefined)	14.3%	14.7%	2.0%
COc1ccc(CNC(=S)Nc2ccccc2)cc1	18.7%	-6.1%	-1.3%
COc1ccc(Cl)cc1C(=O)NCCCn1ccnc1	-3.2%	1.0%	?
O=C(c1cnn2c(C(F)(F)F)cc(-c3cccs3)nc12)N1CCCC1	?	-26.0%	-7.7%
CCOC(=O)[C@H]1[C@H]2COc3cc(OC)ccc3[C@@H]2N2C(=O)c3cc(F)c(F)cc3NC(=O)[C@@]12C	?	?	-6.4%
CC[C@]12c3[nH]c4ccc(OC)cc4c3CCN1C(=O)C(CC(=O)NCCc1ccccn1)C[C@@H]2C(=O)N1CCN(C(=O)C2CC2)CC1 (some centres undefined)	-14.7%	-3.4%	-4.3%

Reprinted at random: 5 records from the list
SMILES	TDP1 cell CPT	TDP1 cell noCPT	KAT2A inh
CCOC(=O)[C@H]1[C@H]2COc3cc(OC)ccc3[C@@H]2N2C(=O)c3cc(F)c(F)cc3NC(=O)[C@@]12C	?	?	-6.4%
CC(=O)Nc1ccc(SCC(=O)Nc2cc(C)on2)cc1	-0.2%	3.7%	-12.8%
O=C1CN(S(=O)(=O)c2cccc(Cl)c2Cl)c2ccccc2N1	-13.3%	-12.5%	-0.4%
COc1ccc(CNC(=S)Nc2ccccc2)cc1	18.7%	-6.1%	-1.3%
CCOc1ccc(Nc2nc(Cc3nnc(SCC(=O)NC4CCCCC4)n3C)cs2)cc1	-1.6%	-8.9%	-5.4%
